# tim23-1 inh = tim23-1 yeast growth inhibition | S. cerevisiae tim23-1 growth, BacTiter-Glo luminescence, 24 h | inhibition, % at 20 µM | actives 1.3% (n = 330,000);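 active means growth inhibition of the mutant yeast at or above 50%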;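 further: temperature-sensitive mutant grown at 25 °C; plate controls were DMSO-treated mutant yeast for no effect and medium wells lacking yeast for full effect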
# APJ antagonist = antagonists of human APJ apelin receptor | P35414 | CHO-K1 APJ beta-arrestin complementation, luminescence | inhibition, % at 20 µM | actives 0.32% (n = 330,000) | AID 2521;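 active means inhibition above about 40% at 20 µM, limit read from the data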;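 further: cells challenged with 10 nM apelin-13 agonist together with compound; plate controls were apelin-13 plus DMSO wells for no effect and DMSO wells lacking apelin-13 for full effect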
# Target sequence (P35414 whole entry, looked up): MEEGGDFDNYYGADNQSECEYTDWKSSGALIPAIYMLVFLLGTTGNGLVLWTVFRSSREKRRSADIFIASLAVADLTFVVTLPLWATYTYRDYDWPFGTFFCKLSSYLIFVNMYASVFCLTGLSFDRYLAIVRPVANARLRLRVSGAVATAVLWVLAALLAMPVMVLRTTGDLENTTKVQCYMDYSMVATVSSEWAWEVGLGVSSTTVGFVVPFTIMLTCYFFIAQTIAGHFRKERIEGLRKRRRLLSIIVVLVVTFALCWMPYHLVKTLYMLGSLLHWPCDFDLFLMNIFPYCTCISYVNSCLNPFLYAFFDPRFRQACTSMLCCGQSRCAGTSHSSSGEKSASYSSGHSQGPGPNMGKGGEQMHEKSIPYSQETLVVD
# MPTP inh = blocks calcium-induced mitochondrial swelling. isolated mouse mitochondria, Ca2+ swelling absorbance, 30 min. inhibition, % at 10 µM. actives 1.4% (n = 360,000);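 active means inhibition of 50% or more, scaled per plate between neutral and stimulator controls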;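 further: 0% = DMSO wells given calcium and 100% = 1 mM EGTA wells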
# GRIN3A LBD mod = modulates the human NR3A ligand-binding domain; actives 2.5% (n = 340,000); Tm shift relative to glycine control, % at 25 µM; NR3A LBD differential scanning fluorimetry, Tm shift; 0% = protein alone, 100% = glycine-bound protein;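 active means melting temperature shift of at least 10% of the positive control shift, at one fixed dose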
# tim10-1 inh = tim10-1 yeast growth inhibition | actives 2.2% (n = 330,000) | inhibition, % at 20 µM | S. cerevisiae tim10-1 ts strain growth, BacTiter-Glo, 24 h;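 active means inhibition of at least 40%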;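 further: mutant grown at 25 °C; 0% = DMSO wells with yeast and 100% = wells holding no yeast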
# NLRP3 yeast inh = inhibitors of NALP3 inflammasome in yeast; AID 2825; Yeast reconstituted NLRP3/ASC/caspase-1, beta-gal luminescence, 24 h; actives 0.39% (n = 330,000); inhibition, % at 10 µM;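 active means inhibition of 50% or more; inactive means inhibition below 50%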;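 further: plate controls were induced DMSO wells for no effect and uninduced yeast grown without galactose for full effect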
# beta cell repl = MIN6 beta-cell proliferation induction | MIN6 cells proliferation, ATPlite luminescence, 48 h; cells starved in 0.2% serum; 100% = growth in 10% serum | proliferation, % at 10 µM | actives 0.29% (n = 330,000);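 active means compounds whose signal lies at least 3.5 SD above the mean of all wells on their plate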;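 further: 0% = DMSO-treated cells in low-serum medium and 100% = 10% serum control; some compounds called inactive have numbers as strong as hits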
# TIM10 inh = growth inhibitors of TIM10 yeast strain; S. cerevisiae TIM10 strain growth, BacTiter-Glo luminescence, 24 h; inhibition, % at 10 µM; actives 1.4% (n = 330,000);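 active means inhibition of 40% or more at the single tested concentration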;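 further: wild-type TIM10 isogenic control strain grown at permissive 25 °C; 0% = DMSO yeast wells and 100% = minimal medium wells without yeast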
# APJ ag = APJ receptor agonism; activation, % at 20 µM; AID 2520; actives 0.11% (n = 330,000); P35414; CHO-K1 APJ PathHunter beta-arrestin, luminescence; 0% DMSO wells, 100% apelin;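 active means activation more than six SD over the plate average, tested at 20 µM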;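 further: 0% = DMSO alone and 100% = apelin-13 at 10 nM; some results filed as inactive read as strong as hits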
#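 Test system: CHO-K1 APJ beta-arrestin complementation cell line | Compound: Single test compound dose, 20 µM final, 1% DMSO | Incubation: Compound 90 min 25 °C, reagent 1 h | Measured by: beta-gal luminescence | Read-out basis: APJ–arrestin association signal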
# An asterisk follows results filed as active; / = no result given.
# Below each compound: tim10-1 inh	APJ ag	tim23-1 inh	GRIN3A LBD mod	APJ antagonist	beta cell repl	MPTP inh	NLRP3 yeast inh	TIM10 inh
CCN1CCN(c2nc3ccccc3nc2NS(=O)(=O)c2ccc(NC(C)=O)cc2)CC1
 : 8	-1	15	-3	9	-2	-0.8	6	11
CCCc1nnc(SCC(=O)Nc2ccccc2F)o1
 : -5	4	6	0	6	-1	1.9	7	13
Cc1ccc(S(=O)(=O)N2CCN(C(=O)CSc3nc4ccccc4c(=O)[nH]3)CC2)c(C)c1
 : 20	-12	-4	-2	1	-4	1.9	16	-5
CCOc1ccccc1OCC(=O)Nc1nc2ccccc2[nH]1
 : -9	-2	30	1	10	-3	-2.6	22	8
O=C(CCNC(=O)C1CCN(S(=O)(=O)c2ccccc2)CC1)NCc1cccc(Cl)c1
 : -6	-7	-7	1	1	-5	0.6	-3	2
Cn1c2ccccc2c2nnc(NN)nc21
 : 32	-1	14	-2	-5	-3	-1.0	10	0
CC(Sc1nc(-c2ccccc2)cc(C(F)(F)F)n1)C(=O)N1CCOCC1 (stereo not given)
 : -2	4	14	-1	-8	-2	-0.1	31	-20
COCCNC(=O)C(c1ccco1)N(C(=O)Cn1nnc2ccccc21)c1cc(C)ccc1C (stereo not given)
 : 14	-5	11	2	-4	1	-1.4	1	8
COc1ccccc1CNC(=O)CNC(=O)c1ccc(Br)o1
 : -7	-3	-12	0	-5	-2	0.4	14	-6
C=CCN1CCN(Cc2cnc(Cl)s2)CC1
 : 6	3	0	5	-1	-1	0.3	4	5
CCOc1ccc(C2C(C#N)=C(N)SC(N)=C2C#N)c(OCC)c1
 : 16	-1	-4	-8	-17	-2	3.2	22	4
Cc1ccc(N(C)S(=O)(=O)c2ccc3c(c2)NC(=O)C(C)S3)cc1 (stereo not given)
 : 22	5	29	-2	-14	-4	0.6	-20	10
Cc1onc(NC(=O)CSCC(=O)O)c1Br
 : 9	-4	13	-1	23	-2	1.7	10	30
Cc1ccc(CNC(=O)C2CCC(CNS(=O)(=O)c3cccc4cccnc34)CC2)cc1 (stereo not given)
 : -2	-3	4	-2	-28	-2	-0.5	8	-8
CNC(=S)Nc1cc(OC)c(NC(=O)c2ccco2)cc1OC
 : 18	11	10	-1	-41	-4	-0.3	15	15
CCN(CC)S(=O)(=O)c1ccc(N2CCCC2)c(NC(=O)c2c(-c3ccccc3)noc2C)c1
 : -2	-1	8	0	8	-1	-0.6	5	-8
COc1ccccc1C(=O)NC1CCCCCCC1
 : 25	-1	30	-2	5	2	0.2	23	8
CN(C)C(=O)C1CC(=O)OC12CCCCC2 (stereo not given)
 : -3	-3	-2	0	7	1	-2.2	-2	6
CCCCSc1nc(SCC(=O)NCc2ccco2)c2c3c(sc2n1)COC(C)(CC)C3 (stereo not given)
 : 35	-2	35	1	-2	-6	9.9	9	28
CC(C)(C)OC(=O)N1CC=C2C(C#N)=C(N)C(C#N)(C#N)[C@H](c3cccnc3)[C@H]2C1
 : 10	-9	2	-1	15	0	-2.5	-9	-1
CC(C)(C)NC(=O)C(=O)N/N=C/c1ccc(Br)cc1
 : 10	0	16	-2	-7	0	-4.1	20	9
CCOc1ccc(NS(=O)(=O)c2c(C(=O)N3CCCCCC3)c(C)n(C)c2C)cc1
 : 16	5	14	7	-1	3	-0.3	14	9
Cc1nc(NC(=O)COC(=O)C2=NNC(=O)CC2)c(Cl)cc1Cl
 : 17	-4	16	0	-12	-1	0.4	3	-4
Cc1ccc(Cn2nc(C)c(NC(=O)CCCn3nc(C)c([N+](=O)[O-])c3C)c2C)cc1
 : 23	0	-4	2	-28	0	-13	15	17
Cc1c(C(=O)OCc2nc3ccsc3c(=O)[nH]2)oc2ccccc12
 : -4	-5	7	4	12	2	4.1	18	6
CCC(C)(C)NC(=O)C(c1ccc(O)cc1)N(CCOC)C(=O)CCC(=O)Nc1nccs1 (stereo not given)
 : 15	-1	12	-2	-3	-3	2.3	0	1
CN1/C(=C\C(=O)COC(=O)c2ccccc2O)C(C)(C)c2ccccc21
 : 14	-2	21	1	9	-6	0.6	25	14
COc1cc(C)c(S(=O)(=O)Nc2ccccc2F)cc1C
 : 24	-6	23	2	16	1	3.1	14	-3
Cc1ccc(CC(=O)N2CC(C)OC(C)C2)cc1 (stereo not given)
 : 12	-1	-10	0	16	-3	1.2	5	12
CSc1nc(-c2ccco2)nn1C(=O)c1ccc(C)cc1
 : 34	-1	31	0	-47	3	-0.1	17	20

# Gathered by group, the entries above with bromine
# Below each compound: tim10-1 inh	APJ ag	tim23-1 inh	GRIN3A LBD mod	APJ antagonist	beta cell repl	MPTP inh	NLRP3 yeast inh	TIM10 inh
COc1ccccc1CNC(=O)CNC(=O)c1ccc(Br)o1
 : -7	-3	-12	0	-5	-2	0.4	14	-6
Cc1onc(NC(=O)CSCC(=O)O)c1Br
 : 9	-4	13	-1	23	-2	1.7	10	30
CC(C)(C)NC(=O)C(=O)N/N=C/c1ccc(Br)cc1
 : 10	0	16	-2	-7	0	-4.1	20	9

# Remaining list, next part.
# Below each compound: tim10-1 inh	APJ ag	tim23-1 inh	GRIN3A LBD mod	APJ antagonist	beta cell repl	MPTP inh	NLRP3 yeast inh	TIM10 inh
C/C(=N\NC(=O)CNc1ccccc1Cl)C(C)(C)C
 : 2	-3	13	0	-8	0	-0.6	8	2
CC1CC(C)CN(C(=O)c2nn(C)c3c2CS(=O)(=O)c2ccccc2-3)C1 (stereo not given)
 : 16	-2	12	-1	19	-2	-0.5	1	10
N#Cc1c(N)c(C(=O)c2ccccc2)n2c1CCCC2
 : 0	-1	13	0	10	-2	-0.3	24	-5
CC(=O)C1C(c2ccc(C)cc2)c2c(n[nH]c2C)CC1(C)O (stereo not given)
 : -7	-2	6	-2	1	-5	7.5	7	0
COc1cccc(CNC(=O)CCNC(=O)c2ccccc2OC)c1
 : -13	3	1	-1	1	1	-0.2	13	3
CCN(Cc1ccccc1)C(=O)Cn1c(=O)n(CC(=O)N2CCCCC2)c(=O)c2sccc21
 : 0	-4	-4	2	8	3	-0.9	19	-12
CCN(CC)C(=O)[C@H]1C[C@H](CC(=O)NCCc2ccccn2)C(=O)N2CCc3c([nH]c4ccc(Cl)cc34)[C@]12C
 : 3	/	32	0	/	/	-0.6	/	13
O=C(OCn1nnc2ccccc2c1=O)c1cc2ccccc2o1
 : 0	-5	8	-14	-3	-3	-1.3	-2	0
O=C(Nc1ccc(OC(F)(F)F)cc1)C1CC(c2ccc(F)cc2)=NO1 (stereo not given)
 : 3	-3	0	-1	-12	0	10	12	-5
CCc1cccc(C)c1NC(=O)CN1CCN(S(=O)(=O)c2ccc(C(C)(C)C)cc2)CC1
 : 32	-4	29	/	3	-5	0.0	1	34
COc1cc2ccccc2cc1C(=O)N(CCN(C)C)c1nc2ccc(Br)cc2s1
 : 54*	-4	18	3	1	-8	0.7	13	33
COc1cccc(CNC(=O)CCC2CCCN(C(=O)c3cc(C)[nH]n3)C2)c1 (stereo not given)
 : 0	-3	0	1	7	1	-0.7	5	2
Cc1cc(C)nc(Nc2n[nH]c(-c3ccccc3C)n2)n1
 : -1	-3	6	-1	13	-4	1.0	32	4
O=C1C2C3CCC(C3)C2C(=O)N1c1ccc(OS(=O)(=O)c2ccccc2)cc1 (stereo not given)
 : 36	-5	21	3	-1	-3	3.7	17	0
COCCNC(=O)COCc1cc(-c2ccc3c(c2)OCO3)on1
 : 0	-1	7	0	9	0	0.0	15	15
O=C(N=C1N=C2C=CC(Br)=CN2Cc2ccccc21)c1ccc([N+](=O)[O-])cc1[N+](=O)[O-]
 : 3	9	31	-2	-45	-3	0.8	11	3
N/C(Cc1ccc([N+](=O)[O-])cc1)=N\OC(=O)c1ccco1
 : 21	5	26	0	-67	-1	-1.1	11	27
O=c1[nH]cc(I)cc1I
 : -3	-2	4	2	-7	3	-0.1	33	5
COc1cccc(NC(=O)Nc2nnc(Cc3ccc(OC)c(OC)c3)s2)c1
 : -2	0	7	0	-3	-3	0.5	-5	6
CCOC(=O)C1(Cc2ccc(Cl)cc2)CCN(C(=O)C2=NNC(=O)CC2)CC1
 : -23	-4	-3	-1	8	-2	-2.2	-2	5
O=C(Oc1ccc(C(=S)N2CCOCC2)cc1)c1cc([N+](=O)[O-])cc([N+](=O)[O-])c1
 : 35	7	32	-3	-27	6	-1.0	3	9
O=C(CSc1cccc[n+]1[O-])NCCCc1ccccc1
 : 4	-1	2	0	4	-1	1.1	1	16
CCC(C)NC(=O)C1(C)CCC(=O)N1CCc1ccc(OC)c(OC)c1 (stereo not given)
 : 15	-2	-8	1	5	1	-1.9	5	7
O=C(CNCc1ccc(F)cc1)Nc1cc(S(=O)(=O)N2CCOCC2)ccc1Cl
 : 14	3	26	1	-2	-2	0.5	13	11
Cc1cccc(C)c1OC(=O)CSc1nnc(-c2ccccc2O)o1
 : 35	-5	15	0	34	-3	-1.5	1	-2
Cc1c(NS(=O)(=O)c2cccc(C(=O)O)c2)c(=O)n(-c2ccccc2)n1C
 : -11	0	-11	-1	-14	4.9*	-0.7	23	1
O=S(=O)(NC1CCCC1)c1ccc(S(=O)(=O)N2CCCN(Cc3ccccc3)C2)cc1
 : 0	-4	18	-9	-7	-4	1.3	4	19
O=C(CCSCCc1ccccn1)Nc1ccc(Cc2ccncc2)cc1
 : 34	-4	36	0	-26	-4	5.4	8	34
COc1ccc(S(=O)(=O)NCCc2cn3cccc(C)c3n2)cc1OC
 : -1	0	13	0	13	-2	-0.3	10	-3
CCCOc1ccc(-c2nc(C#N)c(N3CCN(C)CC3)o2)cc1
 : 24	-3	29	0	-14	1	-5.5	27	1

# Next section
# Below each compound: tim10-1 inh	APJ ag	tim23-1 inh	GRIN3A LBD mod	APJ antagonist	beta cell repl	MPTP inh	NLRP3 yeast inh	TIM10 inh
C=CCC1CCC/C(=N\NS(=O)(=O)c2ccc(C)cc2)C1 (stereo not given)
 : 2	0	7	2	12	4	1.0	-2	-1
Cc1ccc(S(=O)(=O)NCCCCCC(=O)Nc2ccccn2)cc1
 : 7	-4	11	-2	17	-1	-2.3	12	-6
CCc1c(C)nc(N2CCN(Cc3ccccc3)CC2)[nH]c1=O
 : -2	-5	2	-1	-4	-4	0.7	12	-15
O=C1CN(C(=O)CSc2nncn2-c2ccccc2)c2ccccc2N1
 : 9	-5	5	1	-13	-2	-0.2	-3	2
CCC1CCCCN1CCCNC(=O)c1ccc2c(c1)c(C)c(C)n2CC (stereo not given)
 : 14	8	14	-1	7	-1	-0.6	5	-8
CCOC(=O)CNC(=O)c1ccc(Br)s1
 : 0	-2	13	0	7	-2	0.7	10	-6
Cc1ccc(S(=O)(=O)N(C)CC(=O)OCC(=O)NC(c2ccccc2)c2ccccc2)cc1
 : 32	-1	6	24*	-10	-3	2.6	8	15
COc1ccccc1CNC(=O)C(=O)NCC1CCCN1S(=O)(=O)c1cccs1 (stereo not given)
 : 6	-4	2	2	9	-2	1.6	13	3
CN1CCN(C2Cc3ccccc3Sc3ccc(Cl)cc32)CC1 (stereo not given)
 : 52*	-2	20	3	4	-8	87*	36	38
CC1CC(C)CN(C(=O)COC(=O)/C=C/c2cccc([N+](=O)[O-])c2)C1 (stereo not given)
 : 7	-2	0	-2	-10	-2	0.9	-10	-2
COc1ccc(CNC(=O)C(c2ccco2)N(C(=O)c2csnn2)c2cccc(C)c2C)cc1 (stereo not given)
 : 19	1	36	0	15	3	-4.5	3	19
O=C(O)c1ccc(COc2cccc(CO)c2)cc1
 : 11	-1	25	-1	6	-2	-0.7	-10	-6
CN(C)S(=O)(=O)c1ccc2oc(SCC(=O)Nc3ccccc3F)nc2c1
 : 12	-6	-1	-2	3	-1	1.6	-35	11
CSc1ccc(Cn2nnc(C(=O)Nc3ccc(C)c(C)c3)c2N)cc1
 : -19	-4	1	0	-23	3	2.3	16	-4

# Screening data: PubChem, Sanford-Burnham Center for Chemical Genomics
